Akt phos inh: HTS Assay for Inhibitors of Akt Phophorylation: Primary Screen; AID 651550, 2012; Neuro2A IGF-stimulated pAkt S473 HTRF, 20 min; stronger effect = lower value; activity change, % for hits at 50 µM; 360,000 compounds, 0.32% hits; in the data active means activity change below about -80%; inconclusive means mostly about -51% to -80%; further: on the % scale 0 is the no-effect control and ±100 the full control effect
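Neuro2A cells (4,500/well, DMEM with 0.5% FBS) were treated with compound at a single 50 µM final concentration, stimulated with 6 nM IGF for 20 min at 37 °C, and lysed. Phospho-Akt Ser473 was read by HTRF as 665/615 ratio ×10^4.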
Nrf2 activator: qHTS of Nrf2 Activators | AREc32 ARE-luciferase reporter (MCF7-derived line), luminescence, 24 h | Potency, µM (highest dose often 46.1 µM), inactives show top-dose activation, most hits filed as activators | 410,000 compounds, 0.31% hits | AID 624171, 2012; further: potency means the concentration at half of the fitted maximal effect; % of control where 0% means no effect; nearly all actives have a fitted effect of over 65% in size
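Cells of the AREc32 ARE-luciferase line are plated in OPTI-MEM containing 5% FBS and left overnight at 37 deg C. Compounds are pinned in, incubation continues 24 hr, and firefly luciferase signal is then measured.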
CCT modulator: High-Throughput Screening for Modulators of Cytosolic Chaperonin Activity; 360,000 compounds, 0.3% hits; purified chaperonin ATPase assay, HTRF ADP detection, 30 min; AID 651819, 2012; activity change, % (test concentration not listed), hits read low; in the data active means activity change below about -30%; further: on the % scale 0 is the no-effect control and ±100 the full control effect
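TRiC (40 or 20 nM final, by batch activity) in 30 mM Tris pH 7.4, 100 mM KCl, 5 mM MgCl2, 1 mM DTT was treated with compound at 76 uM single dose, then 10 uM ATP, 30 min at 37 °C. ADP was read by HTRF Transcreener.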
TGFb inhibitor: qHTS for Inhibitors of TGF-b; HepG2 CAGA-GFP TGF-b/SMAD3 reporter, GFP fluorescence, 18 h; TGF-beta stimulated, 500 pg/mL final; Potency, µM (titrated, usually from 46.1 µM), inactives show at the highest dose activity, negative = inhibition, usual class: inhibitors; 410,000 compounds, 1.2% hits; AID 588855, 2011; further: potency means the concentration at half of the fitted maximal effect; on the % scale 0 is the no-effect control and ±100 the full control effect; nearly all actives have a fitted effect of over 65% in size
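HEPG2 CAGA-GFP reporter cells (1000/well, DMEM with 1% FBS) received compounds, then recombinant TGF-beta at 500 pg/mL final for 18 hours at 37 degrees C. Per-cell GFP summed per well was normalised to unstimulated and stimulated DMSO controls before curve fitting.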
A549 tox: Nrf2 qHTS screen for inhibitors: counterscreen for cytotoxicity. A549 ARE-Fluc cells, CellTiter-Fluor viability, 18-24 h. Potency, µM (titrated, usually from 46 µM), for inactives: top-dose activity change, negative = cytotoxicity, most hits filed as inhibitors. 390,000 compounds, 0.16% hits; further: potency means the concentration at half of the fitted maximal effect; on the % scale 0 is the no-effect control and ±100 the full control effect
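A549 ARE-Fluc cells in 5% FBS OPTI-MEM, 5000 cells/well, rested 2 h then exposed to compounds in concentration-response for 18-24 h at 37 °C. Viability by CellTiter-Fluor fluorescence (Ex 405/Em 525) after 30 min; luciferase luminescence (BugLite, 15 min, RT) read afterwards.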
HepG2 tox: qHTS for Inhibitors of TGF-b: Cytotox Counterscreen; 410,000 compounds, 0.76% hits; HepG2 CAGA-GFP viability, ATP luminescence, 18 h; Potency, µM (titrated, usually from 46.1 µM), without a hit: at the highest dose activity change, negative = cytotoxicity, hits mostly cytotoxic; further: potency means the concentration at half of the fitted maximal effect; some results filed as inactive show a strong effect at the top dose
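HepG2 CAGA-GFP cells (1000/well, DMEM with 1% FBS) received compound, then TGF-beta at 500 pg/mL final, and were incubated 18 hours at 37 degrees C. Viability was read by CellTiter-Glo luminescence. Media-only wells were set as complete cell-killing and DMSO as no toxicity.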
Nrf2 inh: Nrf2 qHTS screen for inhibitors; A549 ARE-Fluc reporter, luciferase luminescence, 18-24 h; Potency, µM (highest dose often 46 µM), inactives show top-dose activity change, negative = inhibition, actives largely listed as inhibitors; 360,000 compounds, 2.1% hits; AID 504444, 2011; further: potency means the concentration at half of the fitted maximal effect; on the % scale 0 is the no-effect control and ±100 the full control effect; nearly all actives have a fitted effect of over 60% in size
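A549 ARE_Fluc cells, 5000/well, 5% FBS OPTI-MEM; compounds in dose-response, 18-24 h at 37 °C/5% CO2; CellTiter-Fluor viability read (Ex 405/Em 525), then BugLite luciferase luminescence = Nrf2 activity.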
Mm-Cpn inhibitor: Inhibitors of TCP-1 ring complex (TRiC) of Methanococcus maripaludis (MmCpn): qHTS. Chaperonin Mm-Cpn (Methanococcus maripaludis). purified Mm-Cpn ATPase, ADP Transcreener TR-FRET. Potency, µM (highest dose often 76.9 µM), for the others: at the highest dose activity, negative = inhibition, actives largely listed as inhibitors. 330,000 compounds, 0.031% hits; further: potency means the concentration at half of the fitted maximal effect; on the % scale 0 is the no-effect control and ±100 the full control effect; nearly all actives have a fitted effect of over 80% in size
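Compound-treated chaperonin, 25 nM final, turns over 10 uM ATP at 37°C for 30 min following a 10 min preincubation; ADP generated competes with ADP-d2 for Eu-cryptate antibody, lowering FRET.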
S2 tox: Viability Counterscreen for Primary qHTS for Inhibitors of ATXN expression; S2 cells (HEK-293 line with an ATXN2-luciferase reporter) viability, CellTiter-Fluor protease fluorescence, 24 h; Potency, µM (doses to about 56.7 µM), most hits filed as cytotoxic; 400,000 compounds, 0.49% hits; further: potency means the concentration at half of the fitted maximal effect; nearly all actives have a fitted effect of over 40% in size
Starred values were filed as active, the others as inactive; i = inactive; ? = inconclusive; . = not tested or not shown; & = joins results of further samples; [ ] = remark or other dose. Unless noted, the call rests on the fitted dose curve; in most records, active means well fitted curve in the direction sought with a large enough effect; inconclusive means small, poorly fitted or top-dose-only effect, or another doubt; inactive means no such curve, though single readings can be large; an effect the other way counts as inactive or inconclusive.

The first 4 entries (preview)
No.	Structure	S2 tox	CCT modulator	TGFb inhibitor	HepG2 tox	Akt phos inh	A549 tox	Mm-Cpn inhibitor	Nrf2 activator	Nrf2 inh
1	CC(C)c1ccc(NC(=S)NC2CCN(Cc3ccccc3)CC2)cc1	i	1.5	?	-120%	i	-30%	2%	0.3%	?
2	CCP(=O)(c1cccc([N+](=O)[O-])c1)c1cccc([N+](=O)[O-])c1	i	0.1	-4%	18%	i	-3%	1%	-0.7%	0%
3	O=C(NCCNCc1cccc(Cl)c1)c1ccco1	?	-6.1	2%	3%	i	-18%	.	-0.5%	1%
4	CCOc1ccc(-c2cn3c(n2)sc2cc(C(=O)NCCCN4CCCCC4)ccc23)cc1	?	.	0%	2.5µM*	.	0%	.	4.8%	-27%

The list itself, from the start:
No.	Structure	S2 tox	CCT modulator	TGFb inhibitor	HepG2 tox	Akt phos inh	A549 tox	Mm-Cpn inhibitor	Nrf2 activator	Nrf2 inh
1	CC(C)c1ccc(NC(=S)NC2CCN(Cc3ccccc3)CC2)cc1	i	1.5	?	-120%	i	-30%	2%	0.3%	?
2	CCP(=O)(c1cccc([N+](=O)[O-])c1)c1cccc([N+](=O)[O-])c1	i	0.1	-4%	18%	i	-3%	1%	-0.7%	0%
3	O=C(NCCNCc1cccc(Cl)c1)c1ccco1	?	-6.1	2%	3%	i	-18%	.	-0.5%	1%
4	CCOc1ccc(-c2cn3c(n2)sc2cc(C(=O)NCCCN4CCCCC4)ccc23)cc1	?	.	0%	2.5µM*	.	0%	.	4.8%	-27%
5	COc1ccc(COC(=O)c2cccc(S(=O)(=O)N3CCN(C(C)=O)CC3)c2)cc1	i	-0.8	1%	-33%	i	-1%	-2%	1.8%	-27%
6	S=c1[nH]nc(CCc2ccccc2)n1Cc1ccccc1	i	-1.4	-2%	0%	i	-2%	1%	0.0%	-6%
7	CCO[C@H]1OC(C(=O)NCc2ccccc2)=C[C@@H](C2CCCCC2)[C@@H]1CCCO	?	-0.8	?	-15%	i	-13%	.	5.5%	-10%
8	O=C(NC(=S)Nc1ccc(S(=O)(=O)N2CCCCC2)cc1)c1ccccc1	i	-2.1	15%	-7%	i	3%	3%	-0.4%	.
9	CCC(=O)OCC(=O)Nc1cc([N+](=O)[O-])ccc1OC	i	-1.9	-5%	4%	i	0%	2%	0.1%	8%
10	CCOc1ccc(Oc2ccccc2NC(=O)C2=COCCO2)cc1	i	-0.4	0%	-23%	i	-1%	0%	-0.5%	7%
11	Cc1cccc2c(C(=O)Nc3ccc(Br)cc3)cc(-c3ccccn3)nc12	i	-1.8	-5%	-16%	i	2%	?	0.2%	0%
12	COc1ccc(S(=O)(=O)Nc2ccc(N3CCOCC3)cc2)cc1	i	0.3	-4%	-4%	i	8%	1%	-0.6%	?
13	O=C(Cn1nnc2ccccc21)Nc1ccc(Cl)cn1	i	-1.5	-2%	14%	i	15%	0%	-0.1%	6%
14	CCOC(=O)c1cccc(-c2ccc(C=O)o2)c1	i	-1.3	?	-14%	i	5%	1%	7.6%	10%
15	COc1ccc(NC(=O)c2ccc(-n3c(C)ccc3C)cc2)c(OC)c1	i	-0.1	1%	3%	i	-5%	-15%	11%	1%
16	Cc1nc(N2CCC(C(N)=O)CC2)c2c(-c3cccs3)csc2n1	i	-0.8	-6%	16%	i	0%	-5%	2.8%	?
17	COc1ccccc1CNC(=O)c1cccc(N2CCCS2(=O)=O)c1	i	.	18%	-13%	.	14%	.	3.5%	2%
18	O=C(O)CCc1nn2c3ccccc3nc2n(CCN2CCCCC2)c1=O	i	-5.7	14%	-17%	i	-8%	-2%	-0.8%	6%
19	COC(=O)c1ccc2c(c1)C(NC(C)=O)CCc1cc(OC)c(OC)c(OC)c1-2 (stereo not drawn)	?	0.0	?	-5%	i	-18%	.	3.1%	?
20	COc1ccc(CN2CCC(=O)NC2=O)cc1	i	-1.8	-19%	8%	i	-6%	-2%	-0.9%	15%
21	O=C(Nc1ccc(S(=O)(=O)Nc2ncccn2)cc1)c1ccccc1Cl	i	0.9	16%&2%	6%&1%	i	2%&0%	-3%	-0.8%&0.5%	5%&-6%
22	Cc1cc(C)nc(SCC(=O)NN)n1	i	-0.2	1%	1%	i	-5%	0%	0.7%	-12%
23	C[C@@H]1COC(=O)[C@H](Cc2ccc(F)cc2)CC/C=C/C[C@@H](CC(=O)N[C@@H](CO)Cc2ccccc2)C(=O)N1	i	-0.7	-3%	-13%	i	-5%	-1%	2.9%	-27%
24	O=c1oc2c3c4c(cc2s1)CCCN4CCC3	i	-0.5	-18%	-15%	i	.	0%	4.0%	?
25	CCOC(=O)N1CCN(C(=O)Cn2ccc3ccccc3c2=O)CC1	i	0.3	-13%	-2%	i	0%	3%	0.3%	-2%
26	CSc1cccc(NC(=O)C2CCN(S(=O)(=O)c3ccc(F)cc3)CC2)c1	?	1.1	-28%	-41%	i	-6%	.	0.9%	15µM*
27	O=C(O)c1nc(N2CCCC2)ncc1Cl	i	0.5	-23%	3%	.	-1%	3%	-0.2%	.
28	O=C(CCc1c[nH]c2ccccc12)Nc1ncccc1O	i	-3.0	-2%	-1%	i	-2%	0%	0.1%	5%
29	CCCCNC(=O)C1CCN(S(=O)(=O)c2c(C)noc2/C=C\c2ccc(OC)cc2)CC1	?	1.0	-2%	-16%	i	3%	?	3.0%	-14%
30	COc1ccc(Br)cc1CNc1ccc(O)cc1	i	0.0	?	13µM*	i	-1%	-13%	9.9%	-22%

Three compounds out of the list above, arranged by their value in Nrf2 activator, ascending.
entry	canonical_smiles	CCT modulator	Akt phos inh	Mm-Cpn inhibitor	Nrf2 activator
2	CCP(=O)(c1cccc([N+](=O)[O-])c1)c1cccc([N+](=O)[O-])c1	0.1	i	1%	-0.7%
26	CSc1cccc(NC(=O)C2CCN(S(=O)(=O)c3ccc(F)cc3)CC2)c1	1.1	i	.	0.9%
14	CCOC(=O)c1cccc(-c2ccc(C=O)o2)c1	-1.3	i	1%	7.6%

(listing goes on)
No.	Structure	S2 tox	CCT modulator	TGFb inhibitor	HepG2 tox	Akt phos inh	A549 tox	Mm-Cpn inhibitor	Nrf2 activator	Nrf2 inh
31	O=C(NC1CCCC1)c1cc(Cl)ccc1[N+](=O)[O-]	i	-1.8	-2%	4%	i	0%	1%	0.5%	1%
32	Cc1cc(C)n2nc(C(=O)Nc3nnc(C4CC4)s3)nc2n1	i	-1.9	-1%	10%	i	3%	4%	6.7%	-11%
33	O=C(CCCn1c(=O)c2ccccc2n(Cc2ccccc2)c1=O)NCc1ccco1	i	0.8	8%	0%	i	-6%	-2%	7.1%	.
34	Cn1c(NC(=O)c2cc(Br)ccc2Cl)cc(=O)n(C)c1=O	i	-1.0	-1%	-4%	i	-2%	-2%	0.6%	6%
35	Cn1c(=O)[nH]c(=O)c2c1nc(CN1CCN(c3cccc(Cl)c3)CC1)n2CCc1ccccc1	i	-0.5	?	-51%	i	-13%	-2%	-0.1%	-20%
36	CC1=NN(C(=O)CSCc2ccccc2)C(O)(c2ccc(Cl)cc2)C1 (stereo not drawn)	i	0.8	?	-34%	i	?	-5%	3.4%	?
37	COc1cccc(C2C=C(c3ccc(Br)s3)Nc3ncnn32)c1OC (stereo not drawn)	.	-1.3	34%[activator]	-4%	i	14%	i	2.8%	?
38	Cc1ccc(S(=O)(=O)N2CCN(C(=O)/C=C/c3ccco3)CC2)cc1	i	-0.6	6%	-2%	i	0%	1%	7.1%	-5%
39	CCCc1c(C(=O)N/N=C/C(C)=C/c2ccccc2)nnn1-c1nonc1N	i	2.7	7%	6%	i	2%	3%	0.2%	5%
40	COc1ccc(/C=N/n2c(-c3cc(C)[nH]n3)n[nH]c2=S)cc1	i	-4.1	3%	-6%	i	-8%	-2%	-0.3%	-13%
41	O=C1CC(N2CCC(c3nc4ccccc4s3)CC2)C(=O)N1 (stereo not drawn)	i	-0.9	-20%	-17%	i	8%	0%	-0.8%	13%
42	Cc1ccc(C(=O)NC(=S)NCC2CCCO2)cc1 (stereo not drawn)	i	-3.1	15%	-2%	i	14%	0%	-0.1%	?
43	CCOC(=O)C(Sc1nn(C)c(=S)s1)C(C)=O (stereo not drawn)	i	0.2	-13%	-25%	i	0%	-6%	-0.7%	?
44	Cc1nc(SCc2nc3cc(Cl)c(F)cc3[nH]2)c2oc3ccccc3c2n1	?	.	?	-25%	.	?	0%	2.9%	?
45	CC(=O)Nc1ccc(-c2csc(Nc3ccc(Cl)cn3)n2)cc1	i	-7.4	?	-25%	i	-18%	-13%	9.4%	15µM*
46	C#CCn1c(C2CC(=O)N(c3ccc(OC)cc3)C2)nc2ccccc21 (stereo not drawn)	i	.	?	1%	.	12%	.	0.7%	15%
47	CCCn1nnc(NC(=O)c2cccc(OCC)c2)n1	i	-0.3	11%	7%	i	0%	2%	2.2%	28%
48	Cc1cccnc1NC(=O)c1ccc(Cl)c(S(=O)(=O)N2CCCC2)c1	i	0.4	-15%	-1%	i	8%	-1%	-0.1%	?
49	CCOC(=O)Cc1c(C)nc2cc(-c3ccc(C)cc3)[nH]n2c1=O	?	1.0	8%	4%	i	1%	0%	2.4%	24%
50	CCN(c1cccc(C)c1)S(=O)(=O)c1ccc2c(c1)CCCN2C(C)=O	i	-0.8	0%	-8%	i	12%	-1%	-0.4%	2%
51	O=[N+]([O-])c1ccc(N2CCOCC2)c(S(=O)(=O)N2CCOCC2)c1	?	2.5	-5%	-4%	i	2%	0%	-0.6%	-14%

This is a random part of the collection; about 4.4% have a hit in one of these screens.
